MEKK3 PB1 HTS: modulators of MEKK3-MEK5 PB1 binding, primary screen, biochemical, wildtype MEKK3, multiplex bead flow cytometry, Alexa488-MEK5. Mitogen-activated protein kinase kinase kinase 3 (Homo sapiens), Q99759. bead-based flow cytometry, Alexa488-MEK5 binding to MEKK3; actives lie on both sides; 0 = blocked by unlabeled MEK5, 100 = vehicle. binding response (% of control), % at 10 µM. hit rate 1.4% among 290,000;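 active means binding response more than 3 SD above or below the average of its plate-row segment, actives on both sides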;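 further: Alexa488 bead fluorescence after subtracting the streptavidin-only scavenger bead signal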
OXTR ag: human OXTR agonists, primary screen, fluorescence, CHO-OTR cells, Fluo-8 calcium | Oxytocin receptor (Homo sapiens), P30559 | Fluo-8 calcium fluorescence; normalized: DMSO 0%, oxytocin 100% | activation, % at 3 µM | hit rate 0.32% among 320,000;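 active means activation above the mean of all tested compounds plus 3 SD, cutoff set per screening run, cut at about 20% in these data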;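 further: peak over basal fluorescence ratio from a 100 s FLIPR kinetic read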
Target sequence (P30559 whole entry, looked up): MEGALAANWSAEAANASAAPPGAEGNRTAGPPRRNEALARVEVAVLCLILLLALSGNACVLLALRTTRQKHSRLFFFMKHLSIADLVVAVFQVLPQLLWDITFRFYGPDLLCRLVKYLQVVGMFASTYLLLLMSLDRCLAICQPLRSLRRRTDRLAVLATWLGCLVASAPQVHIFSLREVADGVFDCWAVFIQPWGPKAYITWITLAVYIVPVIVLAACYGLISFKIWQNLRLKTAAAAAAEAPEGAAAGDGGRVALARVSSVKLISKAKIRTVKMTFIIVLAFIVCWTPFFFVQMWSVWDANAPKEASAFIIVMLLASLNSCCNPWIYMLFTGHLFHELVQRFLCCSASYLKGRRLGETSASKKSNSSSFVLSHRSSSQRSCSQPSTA
FID counter: compounds displacing fluorescent DNA intercalator, primary screen, artefact control for HCV NS3 helicase inhibitor project, biochemical, FID fluorescence; DNA fluorescent intercalator displacement; inhibition, % at 7.9 µM; hit rate 0.17% among 290,000; AID 1845, 2009; in the data active means inhibition above about 37%;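 further: 0% = vehicle and 100% = reference compound; higher means more ethidium bromide displaced from hairpin DNA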
GPR7 antagonist: GPR7 receptor antagonists, primary screen, cell-based, fluorescence, single concentration. Neuropeptides B/W receptor type 1 (Homo sapiens), P48145. hit rate 1.1% among 290,000. GPR7-expressing cells, fluorescence antagonist assay. inhibition, % at 4.4 µM. AID 1861, 2009; in the data active means inhibition above about 16%, passing the limit was not always enough;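 further: cells stimulated with the agonist NPW; 0% = agonist with vehicle and 100% = vehicle without agonist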
Target sequence (P48145 whole entry, looked up): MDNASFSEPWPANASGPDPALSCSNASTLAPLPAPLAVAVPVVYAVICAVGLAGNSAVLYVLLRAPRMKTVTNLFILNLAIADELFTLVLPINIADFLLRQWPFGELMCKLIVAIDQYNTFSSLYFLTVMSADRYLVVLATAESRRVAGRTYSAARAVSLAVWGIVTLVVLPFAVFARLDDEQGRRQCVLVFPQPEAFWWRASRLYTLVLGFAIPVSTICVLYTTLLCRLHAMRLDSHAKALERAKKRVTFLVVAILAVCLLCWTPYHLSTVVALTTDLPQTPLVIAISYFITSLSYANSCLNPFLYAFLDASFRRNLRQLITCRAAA
PHOSPHO1 inh: PubChem AID 1565; Phosphoethanolamine/phosphocholine phosphatase (Homo sapiens), Q8TCT1; recombinant PHOSPHO1, absorbance phosphatase assay; inhibition, % at 13.3 µM; hit rate 1.1% among 290,000; in the data active means inhibition above about 60%
Target sequence (Q8TCT1 whole entry, looked up): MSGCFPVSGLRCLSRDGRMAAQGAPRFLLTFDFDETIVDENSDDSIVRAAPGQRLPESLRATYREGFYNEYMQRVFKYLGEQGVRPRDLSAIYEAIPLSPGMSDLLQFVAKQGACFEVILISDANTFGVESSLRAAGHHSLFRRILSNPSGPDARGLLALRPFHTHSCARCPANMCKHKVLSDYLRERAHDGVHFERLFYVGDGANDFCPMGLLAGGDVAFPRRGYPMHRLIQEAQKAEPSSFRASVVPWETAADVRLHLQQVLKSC
MEKK2 WT-MEK5: modulators of MEK5 binding to wildtype MEKK2, primary screen, biochemical, multiplex bead flow cytometry, Alexa488-MEK5 | Mitogen-activated protein kinase kinase kinase 2 (Homo sapiens), Q9Y2U5 | Alexa488-MEK5 binding to MEKK2 WT; actives lie on both sides | binding response (% of control), % at 10 µM | hit rate 1.1% among 290,000 | AID 1531, 2009; in the data active means binding response below about 67% or above about 130%
NALP1 yeast inh: NALP1 inflammasome inhibitors in reconstituted yeast, colorimetric, S. cerevisiae, triplicate retest | S. cerevisiae NALP1/ASC/caspase-1 growth, X-gal OD620, 72 h | inhibition, % at 10 µM | hit rate 0.61% among 280,000 | AID 2071, 2009; in the data active means inhibition mostly above about 24%, no sharp cut-off; inactive means mostly below about 32%; further: some compounds called inactive have numbers as strong as hits
M18AAP inhibitor: PfM18AAP inhibitors, malaria aminopeptidase, primary screen, biochemical, QFRET, recombinant enzyme; M18 aspartyl aminopeptidase (Plasmodium falciparum 3D7); H-Glu-NHMec fluorogenic cleavage; inhibition, % at 7.35 µM; hit rate 1.2% among 290,000;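 active means inhibition above the campaign mean inhibition over all tested compounds plus 3 SD, cut at about 28% in these data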;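 further: 0% = plate median of test compound wells and 100% = 2 mM ZnCl2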
Numbers without * were called inactive; · = not tested or not shown.

SMILES	MEKK3 PB1 HTS	OXTR ag	FID counter	GPR7 antagonist	PHOSPHO1 inh	MEKK2 WT-MEK5	NALP1 yeast inh	M18AAP inhibitor
COC(=O)C1=C(c2c(C)noc2C)C[C@@H]2CC[C@H]1N2C(=O)NCCOc1ccc(OC)cc1	·	0.2	·	·	·	·	·	·
COc1ccc(S(=O)(=O)N2CCOCC2)cc1NC(=O)COC(=O)Cc1ccccc1	·	0.6	·	·	·	·	·	·
C[C@]12CCC3C(CC[C@H]4C[C@@H](O)CC[C@]34C)C1C/C(=N/O)[C@@H]2O (stereo partly drawn)	·	0.1	·	·	·	·	·	·
COC(=O)C1=C(c2ccc(OC)c(OC)c2)C[C@@H]2CC[C@H]1N2C(=O)NCC1CC1	·	0.4	·	·	·	·	·	·
ClCCOCCCl	·	1.2	·	·	·	·	·	·
Cc1ccc(N=C(/N=C(\N)N[N+](=O)[O-])Nc2ccc(C)cc2)cc1	·	-1.2	·	·	·	·	·	·
COC(=O)C1=C(c2ccc(OC(F)(F)F)cc2)C[C@@H]2CC[C@H]1N2C(=O)NC1Cc2ccccc2C1	·	-0.5	·	·	·	·	·	·
CN(C)C1(CNC(=O)c2ccc(NS(=O)(=O)c3ccc(Cl)c(Cl)c3)cc2)CCCCC1	·	-0.1	·	·	·	·	·	·
O=[N+]([O-])c1cc(O)c(O)c([N+](=O)[O-])c1	·	-0.1	·	·	·	·	·	·
COC(=O)C1=C(c2ccc(F)cc2F)C[C@@H]2CC[C@H]1N2C(=O)NCCO	·	0.6	·	·	·	·	·	·
CCN(C(=O)COC(=O)Cc1ccccc1)c1c(N)n(Cc2ccccc2)c(=O)[nH]c1=O	·	0.2	·	·	·	·	·	·
COC(=O)C1=C(c2cccc(C#N)c2)C[C@@H]2CC[C@H]1N2C(=O)NC1CC1	·	1.1	·	·	·	·	·	·
c1ccc(C(OCCN2CCN(c3ncccn3)CC2)c2ccccc2)cc1	·	-1.2	·	·	·	·	·	·
Cc1cc(OCC(=O)N2CCN(CC(=O)N3CCOCC3)CC2)c(C(C)C)cc1Cl	·	-1.1	·	·	·	·	·	·
Cc1ncc(CNC(=O)N(CCCl)N=O)c(N)n1	·	0.8	·	·	·	·	·	·
COC(=O)C1=C(c2ccc(F)cc2F)C[C@@H]2CC[C@H]1N2C(=O)NCCOc1ccc(OC)cc1	·	-0.7	·	·	·	·	·	·
COC(=O)C1=C(c2ccc(C(C)=O)cc2)C[C@@H]2CC[C@H]1N2C(=O)NCCNC(C)=O	·	0.5	·	·	·	·	·	·
COC(=O)C1=C(c2ccc(OC(F)(F)F)cc2)C[C@@H]2CC[C@H]1N2C(=O)NCc1cccc2ccccc12	·	0.7	·	·	·	·	·	·
COC(=O)C1=C(c2ccc(C(C)=O)cc2)C[C@@H]2CC[C@H]1N2C(=O)N1CCCC1	·	2.4	·	·	·	·	·	·
COC(=O)C1=C(c2ccc(-c3ccccc3)c(F)c2)C[C@@H]2CC[C@H]1N2C(=O)NCCOc1ccccc1Cl	·	2.7	·	·	·	·	·	·

Next section; the last 4 above are carried over.
SMILES	MEKK3 PB1 HTS	OXTR ag	FID counter	GPR7 antagonist	PHOSPHO1 inh	MEKK2 WT-MEK5	NALP1 yeast inh	M18AAP inhibitor
COC(=O)C1=C(c2ccc(C(C)=O)cc2)C[C@@H]2CC[C@H]1N2C(=O)NCCNC(C)=O	·	0.5	·	·	·	·	·	·
COC(=O)C1=C(c2ccc(OC(F)(F)F)cc2)C[C@@H]2CC[C@H]1N2C(=O)NCc1cccc2ccccc12	·	0.7	·	·	·	·	·	·
COC(=O)C1=C(c2ccc(C(C)=O)cc2)C[C@@H]2CC[C@H]1N2C(=O)N1CCCC1	·	2.4	·	·	·	·	·	·
COC(=O)C1=C(c2ccc(-c3ccccc3)c(F)c2)C[C@@H]2CC[C@H]1N2C(=O)NCCOc1ccccc1Cl	·	2.7	·	·	·	·	·	·
COCCNC(=O)N1[C@H]2CC[C@@H]1C(C(=O)OC)=C(c1ccc(-c3ccccc3)c(F)c1)C2	·	3.0	·	·	·	·	·	·
COC(=O)[C@@H](c1ccccc1)C1CCCCN1 (stereo partly drawn)	·	1.7	·	·	·	·	·	·
COC(=O)C1=C(c2cccc(C#N)c2)C[C@@H]2CC[C@H]1N2C(=O)N1CCOCC1	·	1.1	·	·	·	·	·	·
COC(=O)C1=C(c2cccc(OCc3ccccc3)c2)C[C@@H]2CC[C@H]1N2C(=O)NCCOc1ccccc1Cl	·	3.8	·	·	·	·	·	·
BrCC(Br)C1CCC(Br)C(Br)C1 (stereo not drawn)	·	-0.9	·	·	·	·	·	·
C=C1[C@H]2CC[C@H]3[C@]4(C)C[C@H](O[C@@H]5OC(CO)[C@@H](OSOOO)[C@H](OS(=O)(=O)O)[C@H]5OC(=O)CC(C)C)C[C@@H](C(=O)O)[C@H]4CC[C@]3(C2)[C@H]1O (stereo partly drawn)	·	1.2	·	·	·	·	·	·
CC(C)(O)C(=O)Nc1ccc([N+](=O)[O-])c(C(F)(F)F)c1	·	9.2	·	·	·	·	·	·
CCOC(=O)[C@@H]1[C@H]2COc3ccc(Br)cc3[C@H]2N2C(=O)N(c3cccc(C)c3)C(=O)[C@]12C	·	-0.1	·	·	·	·	·	·
CCN(CC)C(=O)c1ccc(NC(=O)c2ccc(N3CCCC3=O)cc2)cc1	·	0.5	·	·	·	·	·	·
CCC1C=CC=CC[C@H](C)[C@@H](O)[C@](C)(O)C(=O)[C@@H](C)[C@H](O)[C@@H](C)C(=O)[C@H](C)[C@@H](O)[C@H](C)C=CC(=O)OC2[C@@H](C)C(CC1)OC1(CC[C@@H](C)C(C[C@H](C)O)O1)[C@@H]2C (stereo partly drawn)	·	3.6	·	·	·	·	·	·
CC(C)(C)c1o[nH]c(=O)c1CC(N)C(=O)O (stereo not drawn)	·	1.5	·	·	·	·	·	·
COC(=O)C1=C(c2ccccc2OCc2ccccc2)C[C@@H]2CC[C@H]1N2C(=O)NCCOc1ccc(OC)cc1	·	1.0	·	·	·	·	·	·
COC(=O)C1=C(c2ccc(C(C)=O)cc2)C[C@@H]2CC[C@H]1N2C(=O)NCC1CC1	·	2.1	·	·	·	·	·	·
CCCNC(=O)N1[C@H]2CC[C@@H]1C(C(=O)OC)=C(c1ccc(C(C)=O)cc1)C2	·	0.6	·	·	·	·	·	·
[O-]c1ccccc1-[n+]1c(-c2ccccc2)cc(-c2ccccc2)cc1-c1ccccc1	·	0.2	·	·	·	·	·	·
O=C(O)COc1ccc(Cl)cc1Cl	·	-0.3	·	·	·	·	·	·
c1ccc(CCN2CCC3(CC2)OCCO3)cc1	·	-0.2	·	·	·	·	·	·
CCCN(CCC)C(=O)Cc1c(-c2ccc(Cl)cc2)nc2c(Cl)cc(Cl)cn12	·	-1.0	·	·	·	·	·	·
O=[N+]([O-])CCO	·	0.4	·	·	·	·	·	·
N[C@@H]1CC[C@@]2(O)[C@H]3Cc4ccc(O)c5c4[C@@]2(CCN3CC2CC2)C1O5 (stereo partly drawn)	·	1.6	·	·	·	·	·	·

Sorted by formula weight (ascending): some entries from above
SMILES	MEKK3 PB1 HTS	OXTR ag	FID counter	GPR7 antagonist	PHOSPHO1 inh	MEKK2 WT-MEK5	NALP1 yeast inh	M18AAP inhibitor
COC(=O)C1=C(c2cccc(C#N)c2)C[C@@H]2CC[C@H]1N2C(=O)N1CCOCC1	·	1.1	·	·	·	·	·	·
COC(=O)C1=C(c2ccc(C(C)=O)cc2)C[C@@H]2CC[C@H]1N2C(=O)NCC1CC1	·	2.1	·	·	·	·	·	·
CCCN(CCC)C(=O)Cc1c(-c2ccc(Cl)cc2)nc2c(Cl)cc(Cl)cn12	·	-1.0	·	·	·	·	·	·
COC(=O)C1=C(c2cccc(OCc3ccccc3)c2)C[C@@H]2CC[C@H]1N2C(=O)NCCOc1ccccc1Cl	·	3.8	·	·	·	·	·	·
C=C1[C@H]2CC[C@H]3[C@]4(C)C[C@H](O[C@@H]5OC(CO)[C@@H](OSOOO)[C@H](OS(=O)(=O)O)[C@H]5OC(=O)CC(C)C)C[C@@H](C(=O)O)[C@H]4CC[C@]3(C2)[C@H]1O (stereo partly drawn)	·	1.2	·	·	·	·	·	·

(further entries)
SMILES	MEKK3 PB1 HTS	OXTR ag	FID counter	GPR7 antagonist	PHOSPHO1 inh	MEKK2 WT-MEK5	NALP1 yeast inh	M18AAP inhibitor
C[C@]12CCC3C(CC[C@H]4C[C@@H](O)CC[C@]34C)C1CC[C@@H]2OC(=O)[C@H](N)CCCCN (stereo partly drawn)	·	0.3	·	·	·	·	·	·
CCSC(=O)N1CCCCCC1	·	0.2	·	·	·	·	·	·
COC(=O)C1=C(c2ccc(-c3ccccc3)c(F)c2)C[C@@H]2CC[C@H]1N2C(=O)NC(C)C	·	2.7	·	·	·	·	·	·
COC(=O)C1=C(c2ccc(F)cc2F)C[C@@H]2CC[C@H]1N2C(=O)NCc1ccco1	·	-1.1	·	·	·	·	·	·
C[C@]12CCC3C(CC[C@H]4CC(=O)CC[C@]34C)C1CCC2=O (stereo partly drawn)	·	0.0	·	·	·	·	·	·
CC(=O)OCC(=O)[C@H]1CC[C@H]2[C@@H]3CC[C@H]4C[C@H](O)CC[C@]4(C)[C@H]3C(=O)C[C@]12C	·	1.5	·	·	·	·	·	·
COC(=O)C1=C(c2c(C)noc2C)C[C@@H]2CC[C@H]1N2C(=O)NC1CC1	·	0.7	·	·	·	·	·	·
CCN1C[C@]2(COC)CC[C@H](O)[C@]34C1[C@](O)([C@@H](OC)[C@H]23)[C@@]1(O)C[C@H](OC)[C@H]2C[C@@H]4[C@@H]1[C@H]2OC	·	-0.4	·	·	·	·	·	·
COC(=O)C1=C(c2ccc(C(C)=O)cc2)C[C@@H]2CC[C@H]1N2C(=O)NC(C)C	·	0.1	·	·	·	·	·	·
CN1C(CC(O)c2ccccc2)CCCC1CC(O)c1ccccc1 (stereo not drawn)	·	0.4	·	·	·	·	·	·
C=CCN1CC[C@]23c4c5ccc(O)c4OC2C(O)CC[C@@]3(O)[C@H]1C5 (stereo partly drawn)	·	1.6	·	·	·	·	·	·
COC(=O)C1=C(c2ccc3ccccc3c2)C[C@@H]2CC[C@H]1N2C(=O)NCc1ccc(C(F)(F)F)cc1	·	0.1	·	·	·	·	·	·
COC(=O)C1=C(c2ccc3ccccc3c2)C[C@@H]2CC[C@H]1N2C(=O)N1CCOCC1	·	-1.2	·	·	·	·	·	·
COCCNC(=O)N1[C@H]2CC[C@@H]1C(C(=O)OC)=C(c1ccc(OC)c(OC)c1)C2	·	1.4	·	·	·	·	·	·
CC(C)[C@]12CC(=O)[C@H](C)[C@H]1C2	·	1.5	·	·	·	·	·	·
COC(=O)c1cc(COc2cc(C)cc3oc(=O)c4c(c23)CCC4)c(C)o1	·	·	·	·	-14	·	4	·
CCCCCCn1c(=O)c(C(=O)Nc2ccncc2)c(O)c2ccccc21	·	·	·	·	-25	·	-9	·
CCCCCn1c(=O)c(C(=O)Nc2ccncc2)c(O)c2ccccc21	·	·	·	·	0	·	-2	·
Cc1c(C(=O)c2cccc3ccccc23)c2cccc3c2n1[C@H](CN1CCOCC1)CO3	101	-0.1	·	·	·	105	·	·
CC(=O)c1c(C)n(C(C)C)c2ccc(O)cc12	·	·	-8	-9	·	·	·	6
O=C(c1ccc2nc(-c3ccco3)c(-c3ccco3)nc2c1)N1CCC2(CC1)OCCO2	·	0.0	·	·	22	·	29	·

Source: PubChem BioAssay

An excerpt; rates above refer to the full screens.
